EPAC1 antag: qHTS for Antagonist of cAMP-regulated guanine nucleotide exchange factor 3 (EPAC1): primary screen | AID 720709, 2013 | 360,000 tested, 0.14% active | Rap guanine nucleotide exchange factor 3 (Homo sapiens), O95398 | EPAC1 GEF assay, Rap1b-BODIPY-GDP exchange fluorescence | Potency, µM (highest dose often 115 µM), for the others: top-dose activity change, negative = inhibition, most hits filed as inhibitors;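 further: potency means the concentration at half of the fitted maximal effect; plate controls were vehicle for no effect and positive control for full effect; nearly all actives have a fitted effect of over 50% in size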
PLK1 PBD inh: qHTS for Inhibitors of PLK1-PDB (polo-like kinase 1 - polo-box domain): Primary Screen | Plk1 PBD binding of FITC phosphopeptide, fluorescence polarization | Serine/threonine-protein kinase PLK1 (Homo sapiens), P53350 | 360,000 tested, 2.8% active | Potency, µM, for the others: max response, negative = inhibition, actives largely listed as inhibitors; further: potency means the concentration at half of the fitted maximal effect; series mostly up to about 57 µM; on the % scale 0 is the no-effect control and ±100 the full control effect; nearly all actives have a fitted effect of over 65% in size
EPAC2 antag: qHTS for Antagonist of cAMP-regulated guanine nucleotide exchange factor 2 (EPAC2): primary screen. Rap guanine nucleotide exchange factor 4 (Homo sapiens), Q8WZA2. EPAC2 GEF exchange of Rap1B-BODIPY-GDP, fluorescence. Potency, µM (top dose mostly 114 µM), inactives show at the top dose activity, negative = inhibition, usual class: inhibitors. 360,000 tested, 0.18% active; further: potency means the concentration at half of the fitted maximal effect; on the % scale 0 is the no-effect control and ±100 the full control effect; nearly all actives have a fitted effect of over 45% in size; many of its hits are not listed in these tables
Target sequence (Q8WZA2 whole entry, looked up): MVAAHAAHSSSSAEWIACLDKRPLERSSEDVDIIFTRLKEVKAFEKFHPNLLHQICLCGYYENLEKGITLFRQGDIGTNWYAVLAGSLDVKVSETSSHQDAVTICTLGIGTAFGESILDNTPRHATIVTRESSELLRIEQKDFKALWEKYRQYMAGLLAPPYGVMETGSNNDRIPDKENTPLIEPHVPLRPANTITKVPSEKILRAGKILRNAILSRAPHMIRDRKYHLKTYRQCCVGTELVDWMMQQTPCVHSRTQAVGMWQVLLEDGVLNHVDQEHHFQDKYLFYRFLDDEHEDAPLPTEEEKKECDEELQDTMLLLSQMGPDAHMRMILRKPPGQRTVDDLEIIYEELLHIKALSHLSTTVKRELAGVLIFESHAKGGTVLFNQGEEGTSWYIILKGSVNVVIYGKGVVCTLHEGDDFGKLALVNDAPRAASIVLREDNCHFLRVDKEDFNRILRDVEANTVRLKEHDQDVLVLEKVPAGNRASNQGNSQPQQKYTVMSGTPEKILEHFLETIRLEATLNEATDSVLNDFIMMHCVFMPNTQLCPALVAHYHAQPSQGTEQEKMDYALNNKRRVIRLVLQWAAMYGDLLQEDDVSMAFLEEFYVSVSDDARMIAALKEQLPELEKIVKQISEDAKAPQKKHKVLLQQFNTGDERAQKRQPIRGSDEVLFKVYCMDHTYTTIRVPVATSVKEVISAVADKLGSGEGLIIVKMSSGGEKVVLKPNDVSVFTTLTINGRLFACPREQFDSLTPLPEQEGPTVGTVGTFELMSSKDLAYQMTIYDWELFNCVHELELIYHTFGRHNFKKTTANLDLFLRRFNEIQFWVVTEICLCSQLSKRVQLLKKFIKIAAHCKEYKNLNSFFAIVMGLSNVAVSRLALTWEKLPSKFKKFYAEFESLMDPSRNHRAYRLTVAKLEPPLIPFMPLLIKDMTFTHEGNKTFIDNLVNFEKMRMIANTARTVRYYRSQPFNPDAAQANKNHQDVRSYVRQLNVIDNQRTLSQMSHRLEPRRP
CCT chaperon mod: High-Throughput Screening for Modulators of Cytosolic Chaperonin Activity. purified chaperonin ATPase assay, HTRF ADP detection, 30 min. activity change, % (concentration not given with the values), hits read low. 360,000 tested, 0.3% active. AID 651819, 2012; in the data active means activity change below about -30%; further: on the % scale 0 is the no-effect control and ±100 the full control effect
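Enzyme 40 or 20 nM (batch-dependent) in Tris pH 7.4/KCl/MgCl2/DTT; cpd 76 uM single point; ATP 10 uM; 30 min 37 °C; Transcreener ADP HTRF detection, 30 min RT; ratio 665/615.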
Mm-Cpn inhibitor: Inhibitors of TCP-1 ring complex (TRiC) of Methanococcus maripaludis (MmCpn): qHTS; Chaperonin Mm-Cpn (Methanococcus maripaludis); purified Mm-Cpn ATPase, ADP Transcreener TR-FRET; Potency, µM (highest dose often 76.9 µM), without a hit: top-dose activity, negative = inhibition, most hits filed as inhibitors; 330,000 tested, 0.031% active; AID 504842, 2011; further: potency means the concentration at half of the fitted maximal effect; on the % scale 0 is the no-effect control and ±100 the full control effect; nearly all actives have a fitted effect of over 80% in size
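Purified archaeal chaperonin (25 nM final) was preincubated with compound for 10 min at 37°C, then ATP (10 uM final) was added for 30 min at 37°C in Tris pH 7.4/KCl/MgCl2/DTT buffer. ADP was quantified by HTRF Transcreener TR-FRET.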
WRN inhibitor: qHTS for Inhibitors of WRN Helicase. 360,000 tested, 0.46% active. Potency, µM (doses to about 114 µM), for the others: at the top dose activity change, negative = inhibition, hits mostly inhibitors. WRN helicase unwinding, fluorescent forked duplex, kinetic. Bifunctional 3'-5' exonuclease/ATP-dependent helicase WRN (Homo sapiens), Q14191; further: potency means the concentration at half of the fitted maximal effect; on the % scale 0 is the no-effect control and ±100 the full control effect; nearly all actives have a fitted effect of over 55% in size
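Enzyme (20 nM final) and test compound sit together 15 min at room temperature before substrate addition. Substrate is a single-forked duplex oligonucleotide (100 nM) labelled with fluorophore and quencher, with 2 mM ATP; helicase unwinding raises red fluorescence, read kinetically.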
PI5P4K alpha inh: qHTS for Inhibitors of phosphatidylinositol 5-phosphate 4-kinase (PI5P4K) | Phosphatidylinositol 5-phosphate 4-kinase type-2 alpha (Homo sapiens), P48426 | PI5P4Kalpha enzyme, ADP-Glo luminescence, 60 min; hits give low values | max response, % | 330,000 tested, 1.2% active | AID 652105, 2013; active means max response of -50% or lower; inconclusive means between -30% and -50%; inactive means -30% or higher; further: value at the top dose of about 77 µM; on the % scale 0 is the no-effect control and ±100 the full control effect
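Compounds were pin-transferred onto PI5P4Kalpha and substrate in HEPES pH 7.4 buffer with EGTA, CHAPS and 5% DMSO. ATP (5 microM final) started the reaction, which ran 60 minutes at room temperature before ADP-Glo detection.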
EPAC1 ag: qHTS for Agonist of cAMP-regulated guanine nucleotide exchange factor 3 (EPAC1): primary screen; Rap guanine nucleotide exchange factor 3 (Homo sapiens), O95398; EPAC1 agonist qHTS, biochemical assay; response scale: 100% = response to 6.5 mM cAMP; Potency, µM (doses to about 154 µM), for inactives: top-dose activation, actives largely listed as activators; 360,000 tested, 0.073% active; AID 720707, 2013; further: potency means the concentration at half of the fitted maximal effect; nearly all actives have a fitted effect of over 60% in size
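Compounds were pinned as a concentration titration into mixtures of EPAC1 (100 nM), BODIPY-GDP-loaded Rap1B (250 nM) and GDP (50 uM). After 5 min at room temperature, fluorescence was followed for 30 min; activity was scaled to 6.5 mM cAMP.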
An asterisk follows results filed as active; ? = inconclusive; / = no result given; [ ] = remark or other dose. Unless noted, the call rests on the fitted dose curve; in most records, active means well fitted curve in the direction sought with a large enough effect; inconclusive means small, poorly fitted or top-dose-only effect, or another doubt; inactive means no such curve, though single readings can be large; an effect the other way counts as inactive or inconclusive. These rows are one share of the data (hit frequency here may not be typical).

PLK1 PBD inh,CCT chaperon mod,EPAC1 ag,Structure,EPAC1 antag,EPAC2 antag,WRN inhibitor,PI5P4K alpha inh,Mm-Cpn inhibitor
?,1.0,?,CC1=C(C(=O)Nc2ccccc2)C(c2ccc(Cl)cc2)n2c(s/c(=C/c3cccc(OCC(=O)O)c3)c2=O)=N1 (stereo not given),?,-11.2%,?,?,-5.6%
-5.8%,-0.9,5.7%,Cc1ccc(NC(=O)CCN2C(=O)c3ccncc3C2=O)cc1,-3.6%,4.6%,3.9%,-6.8,-0.5%
-0.8%,0.0,11.0%,O=c1[nH]c(-c2cccnc2)nc2ccccc12,0.0%,-0.9%,-8.3%,-1.4,1.1%
-2.2%,-4.3,9.8%,Cc1ccccc1-n1c(=O)c2ccccc2n2nnnc12,1.9%,11.6%,-9.0%,1.1,-11.4%
-16.1%,-1.5,6.7%,Cc1ccc(C(=O)NC(=S)Nc2nc(-c3cccc([N+](=O)[O-])c3)cs2)c(Cl)c1,-2.0%,-13.7%,5.3%,9.6,-0.4%
4.2%,-0.3,-6.8%,CC(O)(c1cccnc1)c1nc(-c2ccc3c(c2)OCO3)cs1 (stereo not given),-9.1%,7.2%,6.3%,-3.1,/
-8.9%,-0.3,-5.5%,CCOC(=O)C1(Cc2ccccc2C)CCCN(Cc2cc(OC)c(O)c(OC)c2)C1 (stereo not given),1.7%,1.8%,7.2%,1.9,-0.7%
-8.1%,-0.1,-2.4%,O=C(NCCN1CCNC1=O)c1ccc2sc([C@@H]3O[C@H](CO)[C@H](O)[C@H](O)[C@H]3O)nc2c1,3.2%,0.8%,-2.3%,-0.2,/
1.0%,-1.1,0.9%,CCNc1ccc(C(=O)Nc2ccc3nc(C)sc3c2)cc1[N+](=O)[O-],6.5%,-1.2%,1.9%,0.7,0.2%
-28.0%,-0.6,7.4%,COc1cccc(N2CCN(CC(=O)NCc3cccs3)CC2)c1,-0.8%,1.1%,-8.8%,-6.8,-4.0%
1.0%,-0.7,-11.2%,CCOC(=O)N1CCc2c(sc(NC(=O)C3COc4ccccc4O3)c2C(N)=O)C1 (stereo not given),-1.0%,2.6%,9.8%,-6.0,-1.9%
-19.0%,-4.2,7.2%,Cc1ccc(C)c(N=Nc2ccc(O)c3ncccc23)c1,-16.7%,-9.2%,0.6%,-9.1,0.6%
-1.5%,-0.7,15.6%,COc1ccccc1C1SCCN1S(=O)(=O)c1ccccc1 (stereo not given),-3.3%,-3.0%,-3.7%,0.9,/
0.1%,-0.1,-22.6%,CCCOC1CCCN(C(=O)c2ccc(OC3CCN(C(=O)COC)CC3)cc2)C1 (stereo not given),-19.8%,-8.7%,-17.2%,1.4,-8.3%
21.2µM*,0.8,5.7%,Cc1ccc(C(=O)CSc2nccn2-c2ccccc2)cc1,-13.4%,-12.8%,-5.6%,5.3,-1.5%
-16.9%,3.2,-3.4%,C=CCOc1ccc2nnc(C)n2n1,-12.7%,-2.0%[57.1 µM],10.7%,0.0,-0.6%
-4.5%,-4.1,11.2%,CC(=O)NCCc1nc2ccccc2n1CCOc1cccc(C)c1,2.1%,2.6%,-14.8%,0.9,1.4%
-3.8%,-1.5,6.3%,Cc1cc(C)cc(C(=O)OCC(=O)NC2CCCC2)c1,-8.8%,-1.4%,1.6%,1.2,0.5%
-10.1%,-1.5,3.7%,Cc1ccc2c(CN3CCN(CCO)CC3)cc(=O)oc2c1C,1.7%,0.2%,1.4%,/,-1.6%
-0.3%,1.8,-10.9%,O=C(NN=Cc1ccc([N+](=O)[O-])cc1)C1CC1,15.5%,6.4%,8.4%,-5.4,/
-7.1%,-2.6,4.4%,CC(C)Cn1c(CN2CCN(C(=O)c3ccco3)CC2)nc2c1c(=O)n(C)c(=O)n2C,-11.8%,1.2%,-1.2%,0.0,0.3%
13.4%,-2.8,8.1%,O=C(NC(=S)NC1CCS(=O)(=O)C1)c1ccccc1F (stereo not given),-7.2%,6.7%,0.8%,2.3,-1.6%
-8.3%,4.0,2.2%,COc1cccc(NC(=O)Cn2c(-c3cncs3)nc3ccccc32)c1,-11.5%,6.6%,-18.1%,-8.2,-0.3%
-4.5%,-3.0,7.2%,CCCn1nc(C(=O)NNC(=O)c2cc(S(=O)(=O)NC)ccc2Br)c2ccccc2c1=O,4.5%,2.0%,-19.9%,-1.7,3.9%
-3.7%,-4.9,-2.1%,Cc1ccc(C(=O)NCC(=O)OCC(=O)c2ccc(Cl)s2)cc1,-0.3%,4.9%,0.3%,-3.6,-7.3%
-2.3%,-1.1,8.6%,Cc1cccc(N2CCN(C(=O)C3CCN(S(=O)(=O)c4c(C)noc4C)CC3)CC2)c1C,10.8%,-2.2%,-4.3%,0.7,0.4%
-2.9%,0.1,-6.6%,CCCCCN(C(=O)CCC(=O)OC(C)C(=O)c1ccccc1)c1c(N)n(CCCC)c(=O)[nH]c1=O (stereo not given),17.1%,16.3%,-6.1%,12.9,0.2%
?,0.2,4.1%,N#C/C(=C\c1cn[nH]c1-c1ccccc1Br)C(=O)O,-8.8%,-0.1%,-9.2%,?,1.5%
-7.2%,0.3,-4.1%,COc1ccc(CNC(=O)C2=C(C)C(=O)OC23CCC(C)CC3)cc1 (stereo not given),-9.4%,-10.6%,-7.6%,-9.1,0.0%
?,0.1,-3.3%,O=C(CCN1CCCCCC1)c1ccccc1,-4.4%,8.5%,-18.5%,9.1,-0.3%
-2.0%,-3.1,6.6%,COc1ccc(OC)c(NC(=O)NNC(=O)COc2ccc(-c3ccccc3)cc2)c1,-1.8%,-1.9%,-23.0%,12.4,0.9%
0.9%,-0.3,2.0%,CC(=O)Nc1ccc(NC(=O)c2cccc3ccccc23)cc1,-3.9%,-1.9%,1.1%,2.2,-7.7%
1.2%,-1.4,3.3%,CC(=O)Nc1ccc(Oc2ccc(-c3noc(C)n3)cc2)cc1,-7.7%,2.0%,0.8%,-3.0,/
-7.9%,0.6,2.2%,Cc1ccc(NS(=O)(=O)c2c(C)[nH]c(=O)[nH]c2=O)c(Br)c1,-5.3%,3.6%,-9.4%,-4.0,0.7%
?,-1.1,6.6%,Cc1ccc(NCCC(=O)c2cccs2)cc1C,-3.4%,-9.3%,-6.9%,15.9,-0.8%
-13.7%,3.2,9.2%,CC#CC[N+](C)(C)CCCCCC,10.8%,-1.3%,8.3%,-3.9,0.6%
-2.5%,2.8,8.0%,CCC(CC)C(=O)NCc1cccnc1,-22.3%,3.8%,-6.2%,2.7,-2.4%
-10.4%,-0.7,-1.1%,Cc1cc(OC(C)C(=O)N2CCN(c3ccccc3)CC2)c2c(C)c(C)c(=O)oc2c1 (stereo not given),-32.4%,-8.7%,-1.1%,7.1,0.6%
-5.0%,-1.5,2.9%,CC(C)COC(=O)n1ccc(C(=O)N2CCCCC2)n1,4.0%,-0.2%,-2.4%,/,1.7%
-1.8%,-6.8,-1.8%,Cc1ccc(C(=O)NN(C)c2nc3ccccc3nc2C(F)(F)F)cc1,7.6%,11.9%,2.6%,-1.1,-1.2%
5.1%,-3.5,-0.1%,O=C(CCn1c2c(c3ccccc31)CCCC2)NNC(=O)c1ccccc1Cl,4.3%,18.3%,-9.9%,0.4,-1.4%
-14.7%,-3.7,-6.8%,Cc1cc(C)cc(NC(=O)/C(C#N)=C/c2cn(CC(=O)NCc3ccco3)c3ccccc23)c1,-17.1%,-3.4%,-27.7%,2.7,-1.9%
-4.4%,5.8,1.6%,COc1ccc(C(=O)NC2CCSC2=O)cc1 (stereo not given),15.5%,3.6%,-15.6%,/,0.2%
-9.3%,-1.0,8.8%,COc1cccc(/C=N/NC(=O)CC2C(=O)NN=C2C)c1O (stereo not given),-2.0%,2.5%[57.1 µM],6.7%,0.7,-1.1%
-11.5%,-2.0,22.5%,CCCCNC(=S)NNC(=O)c1nn(C)cc1Cl,-18.6%,1.2%,2.5%,-2.4,-0.8%
-2.5%,0.9,0.9%,CCOC(=O)C1CCCN(C(=O)c2ccc(-c3ccccc3Cl)o2)C1 (stereo not given),-0.6%,-8.2%,-15.6%,17.9,/
-2.8%,-0.4,-6.6%,CCC(CC)C(=O)Oc1c(C(=O)N(C)C)cccc1-c1ccccc1,-9.1%,-16.0%,1.8%,-3.6,/
0.4%,-3.9,0.5%,Cc1cc(C)cc(NCc2cc(=O)oc3cc(C)c(O)cc23)c1,19.1%,5.9%,-3.7%,2.8,-0.2%

Arranged by the number under EPAC1 antag (smallest number first): some entries from above
PLK1 PBD inh,CCT chaperon mod,EPAC1 ag,Structure,EPAC1 antag,EPAC2 antag,WRN inhibitor,PI5P4K alpha inh,Mm-Cpn inhibitor
-1.5%,-0.7,15.6%,COc1ccccc1C1SCCN1S(=O)(=O)c1ccccc1 (stereo not given),-3.3%,-3.0%,-3.7%,0.9,/
1.0%,-1.1,0.9%,CCNc1ccc(C(=O)Nc2ccc3nc(C)sc3c2)cc1[N+](=O)[O-],6.5%,-1.2%,1.9%,0.7,0.2%
-1.8%,-6.8,-1.8%,Cc1ccc(C(=O)NN(C)c2nc3ccccc3nc2C(F)(F)F)cc1,7.6%,11.9%,2.6%,-1.1,-1.2%
